# S100A4 inh HTS – inhibitors of S100A4-myosin IIA peptide binding, primary screen, biochemical, fluorescence polarization, TAMRA-MyoIIA peptide. 0.14% of 360,000 active. Protein S100-A4 (Homo sapiens), P26447. inhibition, % at 10.7 µM;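 active = mean inhibition of at least 70% across replicates, with every replicate also reaching that level; inconclusive = mean inhibition reaches 70% but some replicates fall short; inactive = mean inhibition below 70%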
#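 Compound dosing: one dose per compound; test system: human S100A4 monomer with TAMRA-labelled myosin IIA peptide; probe or stimulus: TAMRA-labelled myosin IIA heavy-chain peptide probe, 5 nM; medium: HEPES buffer with Ca2+, pH 7.2; schedule: 5 min incubation before reading; benchmarks: neutral control DMSO, positive control TFP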
# RAD54 inh – inhibitors of human RAD54 branch migration, primary screen, biochemical, fluorescence, single point. inhibition, % at 10.4 µM. RAD54 Holliday junction branch migration, FAM/BHQ fluorescence. 0.14% of 360,000 active. AID 602329, 2012;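 active = mean normalized replicate activity at least 40 and at least half of replicates scoring 40 or more; inconclusive = only one of the two criteria met; inactive = mean below 40 and under half of replicates reaching 40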;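 also: 0% = median of neutral control wells and 100% = median of positive control wells; inhibitors cause a drop in the FAM fluorescence signal; in these data hits start at about 50%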
# E-selectin induc – E-selectin induction in HUVECs, primary screen, imaging, HUVEC, immunofluorescence imaging, single point | activation, % at 7.58 µM | P16581 | normalized: neutral wells 0, TNF-alpha wells 100 | AID 686992, 2013 | 0.37% of 260,000 active;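 active = mean E-selectin-positive cell signal at least 10% of the positive control, reached in at least 60% of replicates, without over 20% cell loss; inconclusive = no rule given, readout overlaps actives, possibly toxicity-flagged; inactive = the rest, including those meeting only one limit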;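 also: in these data hits start at about 27%; measured in HUVEC primary endothelial cells; signal is the percent of cells scored E-selectin positive by PE staining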
# Target sequence (P16581 whole entry, looked up): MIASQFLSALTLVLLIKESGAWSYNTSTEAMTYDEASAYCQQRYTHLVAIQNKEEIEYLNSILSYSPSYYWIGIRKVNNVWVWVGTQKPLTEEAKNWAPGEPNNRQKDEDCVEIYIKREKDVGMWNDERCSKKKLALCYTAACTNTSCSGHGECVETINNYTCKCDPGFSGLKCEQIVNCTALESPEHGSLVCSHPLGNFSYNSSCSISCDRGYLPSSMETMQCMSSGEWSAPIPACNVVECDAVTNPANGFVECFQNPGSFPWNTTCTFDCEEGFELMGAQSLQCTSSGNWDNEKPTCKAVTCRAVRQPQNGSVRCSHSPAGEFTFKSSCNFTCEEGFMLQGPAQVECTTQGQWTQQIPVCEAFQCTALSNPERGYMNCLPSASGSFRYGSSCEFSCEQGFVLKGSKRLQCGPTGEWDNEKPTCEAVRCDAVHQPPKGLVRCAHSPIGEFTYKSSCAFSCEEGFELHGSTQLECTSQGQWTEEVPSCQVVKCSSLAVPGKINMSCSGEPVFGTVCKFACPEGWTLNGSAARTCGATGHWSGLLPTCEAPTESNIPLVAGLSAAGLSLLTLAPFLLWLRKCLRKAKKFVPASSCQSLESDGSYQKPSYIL
#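 Test system – human umbilical vein endothelial cells (HUVEC), E-selectin induction · Input – 3,000 HUVEC seeded per well · Buffer or medium – EGM-2, gelatin · Compound dosing – single-point compound dose · Detection – immunofluorescence imaging · Measure – percent E-selectin-positive cells · Controls – TNF-alpha high, DMSO low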
# RAD52 inh – RAD52 DNA annealing inhibitors, primary screen, biochemical, FRET, single point, set 2. recombinant RAD52 DNA annealing, FRET fluorescence. inhibition, % at 18.7 µM. 0.46% of 360,000 active;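 active = every replicate showing at least 50% inhibition; inconclusive = mean inhibition at least 50% but not in every replicate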
# Target sequence (P43351 whole entry, looked up): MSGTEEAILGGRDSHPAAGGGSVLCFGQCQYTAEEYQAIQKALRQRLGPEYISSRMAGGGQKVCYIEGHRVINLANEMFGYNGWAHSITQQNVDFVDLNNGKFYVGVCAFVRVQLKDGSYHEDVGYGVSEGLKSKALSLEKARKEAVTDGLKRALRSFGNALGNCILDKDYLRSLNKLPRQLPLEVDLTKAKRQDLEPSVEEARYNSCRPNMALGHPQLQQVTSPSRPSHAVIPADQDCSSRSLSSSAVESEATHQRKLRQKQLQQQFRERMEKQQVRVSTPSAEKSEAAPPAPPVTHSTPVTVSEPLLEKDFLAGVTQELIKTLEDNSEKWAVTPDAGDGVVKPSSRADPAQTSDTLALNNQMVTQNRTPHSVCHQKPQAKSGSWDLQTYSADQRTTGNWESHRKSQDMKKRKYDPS
# ERAP1 inh – human ERAP1 aminopeptidase inhibitors, primary screen, biochemical, single point, plate reader; recombinant ERAP1, Leu-AMC fluorescence, 60 min; AID 652197, 2013; 0.15% of 340,000 active; inhibition, % at 10.7 µM;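 active = mean replicate inhibition of at least 30%, or all replicates individually reaching that 30% level; inactive = mean below 30% and not every replicate reaching it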;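 also: 0% = neutral control wells and 100% = L-leucinethiol positive control wells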
# ERp5 inh – inhibitors of ERp5-driven insulin aggregation, primary screen, biochemical, turbidity, absorbance 650 nm, single point. Protein disulfide-isomerase A6 (Homo sapiens), Q15084. 90 min. inhibition, % at 9.99 µM. 0.05% of 350,000 active;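 active = mean replicate inhibition above about 25%, with every replicate also reaching it, limit read from the data, passing the limit was not always enough; inconclusive = only one of those two criteria met; inactive = neither criterion met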
# esBAF inh – Bmi1 luciferase reporter increase in mESCs, primary screen, esBAF inhibitor project, mouse ES cells, Bmi1 luciferase knock-in, single point; 24 h; 100% = twice the neutral-well signal; reporter increase, % at 12.5 µM; 2% of 350,000 active; in the data active = activation above about 40%; inconclusive = no clear call, values can overlap the other calls;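 also: 0% = median of the plate's neutral control wells and 100% = double that signal; a rise in the Bmi1 reporter signal indicates esBAF inhibition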
# Xi reactivation – activators of inactive X chromosome reactivation, primary screen, imaging, XiGFP fibroblasts, GFP high-content imaging, set 2. XiGFP mouse fibroblasts, % GFP-positive cells imaging, 3 d; cells co-treated with 5-aza-dC sensitizer; scaled so ellipticine positive control = 100%. activation, % at 7.58 µM. 0.055% of 360,000 active;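 active = mean normalized replicate activation at least 10% and every replicate at or above 10%; inconclusive = only one of the two criteria met; inactive = mean below 10% and not all replicates reach 10%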;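 also: 0% = median of on-plate neutral control wells and 100% = ellipticine 6 µM median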
#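 Material: SV40-immortalized XiGFP fibroblast cells, line 68-5-11 | Buffer or medium: DMEM containing 5-aza-dC | Dosing: One concentration, pinned | Times: 3 d treatment, 15 min room-temperature fixation | Controls: Ellipticine 6 µM positive control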
# The depositor's hits bear a star; ? = inconclusive; · = not tested or not shown.
SMILES,S100A4 inh HTS,RAD54 inh,E-selectin induc,RAD52 inh,ERAP1 inh,ERp5 inh,esBAF inh,Xi reactivation
O=C1Nc2cc(C(=O)NCCCN3CCCC3)ccc2S/C1=C\c1ccccc1,-3,10,·,84*,0,3,-14,0.3
Cc1ccc(N(C)C)cc1,5,·,·,-2,0,1,·,·
CCOC(=O)C1C2C=CC3(O2)C1C(=O)N(Cc1ccccc1)C3C(=O)NCc1ccccc1 (stereo unspecified),-1,-18,·,-1,1,0,·,·
COc1ccccc1NC(=O)N1CCCCN2[C@@H](CO)[C@@H](c3ccc(-c4ccc(C)cc4)cc3)[C@@H]2C1,-9,-10,0.0,14,4,2,2,0.0
COc1ccc2nc3n(c(=O)c2c1)-c1ccc(Cl)cc1C(=O)NC3Cc1ccc(O)cc1 (stereo unspecified),-1,4,-0.1,-1,-1,-2,8,-0.1
N/C(=N\OC(=O)c1ccccc1)c1ccccn1,3,2,·,6,3,3,-77,-0.1
CCS(=O)(=O)Nc1ccc2c(c1)OCO2,3,·,·,-2,-2,-5,·,0.0
CN(C)CCNc1nc2c(c(=O)[nH]c(=O)n2C)n1CCOc1ccccc1,4,·,·,-6,6,-1,-2,0.3
Cc1ccc(OCc2cc(C(=O)N3CCN(CC(=O)NC(C)C)CC3)no2)cn1,52,1,·,-9,-2,0,-9,0.1
O=C(OCc1nc2ccccc2[n+]([O-])c1C(=O)c1ccccc1)c1cccnc1,-2,·,·,-7,-6,·,·,0.1
O=C(NCc1nnc(SCC(=O)N2CCc3ccccc32)o1)c1cccs1,-3,·,·,-16,-6,-6,·,0.0
Cc1ccc(NCc2ccc(Cl)nc2)c(NCc2ccc(Cl)nc2)c1,-1,·,2.7,-25,1,1,-8,0.0
Cc1ccc(OCCC(=O)OC(C)C(=O)Nc2c(C)n(C)n(-c3ccccc3)c2=O)cc1 (stereo unspecified),-6,-5,0.4,0,-1,16,7,-0.7
Cc1cc(N2CCN(C(=O)OC(C)(C)C)C[C@@H]2C)ccc1Br,-14,·,-0.2,-25,1,3,·,0.1
COc1ccc2c3c([nH]c2c1)[C@H](CO)N(C(=O)Nc1ccc(F)cc1)CC31CN(C(=O)c2ccccc2F)C1,0,·,-0.3,4,0,-2,·,0.2
C[C@@H]1CN([C@H](C)CO)C(=O)c2cccc(NS(=O)(=O)c3cccs3)c2O[C@H]1CN(C)C(=O)Nc1cccc2ccccc12,-7,-2,0.0,11,-1,-1,-1,0.0
O=C(C[C@@H]1CC[C@H]2[C@@H](COC[C@@H](O)CN2Cc2ccc(Oc3ccccc3)cc2)O1)Nc1nccs1,36,5,0.1,-7,2,1,18,0.4
CCC(Cc1ccccc1)NC(=O)C1CCCCC1 (stereo unspecified),-3,9,·,-4,5,1,-1,0.2
COc1ccc(NC(=O)CN(C)C(=O)CCCN2C(=O)c3cccc4cccc(c34)C2=O)cc1,-9,7,7.5,4,2,4,-1,0.6
COC(=O)c1c(C)nc2nonc2c1N,1,·,-1.3,-8,1,2,·,0.1
Cc1cc(N2CCNC[C@H]2C)ccc1N1C[C@@H](C)O[C@@H](C)C1,1,·,-0.3,24,-3,4,·,0.1
O=C(Nc1ccc(Cl)cc1)N[C@@H]1CC[C@@H](CCn2cc(Cc3ccccc3)nn2)O[C@H]1CO,3,0,-1.9,1,1,-5,7,-0.4
C[C@H](CO)N1C[C@H](C)[C@H](CN(C)C)Oc2ccc(NC(=O)Cc3cn(C)c4ccccc34)cc2C1=O,-1,6,37*,2,0,8,0,0.2
CCN(CC(=O)Nc1cc(C)on1)CC(=O)Nc1ccccc1C(F)(F)F,-3,-4,0.8,-10,-1,-7,-5,0.1
COc1ccc2c(CN3CCN(S(=O)(=O)c4cccs4)CC3)cc(=O)oc2c1,7,-6,3.8,-8,2,2,·,-0.1

# Overlap with the part before: 3 entries, followed by the next part.
SMILES,S100A4 inh HTS,RAD54 inh,E-selectin induc,RAD52 inh,ERAP1 inh,ERp5 inh,esBAF inh,Xi reactivation
C[C@H](CO)N1C[C@H](C)[C@H](CN(C)C)Oc2ccc(NC(=O)Cc3cn(C)c4ccccc34)cc2C1=O,-1,6,37*,2,0,8,0,0.2
CCN(CC(=O)Nc1cc(C)on1)CC(=O)Nc1ccccc1C(F)(F)F,-3,-4,0.8,-10,-1,-7,-5,0.1
COc1ccc2c(CN3CCN(S(=O)(=O)c4cccs4)CC3)cc(=O)oc2c1,7,-6,3.8,-8,2,2,·,-0.1
CCOc1ccc(/C=N/Nc2cc(N3CCOCC3)ncn2)c(O)c1,-6,4,-0.1,4,-5,3,-15,0.1
C#CCOCCOCCOCCNc1nc(N2CCN(C(=O)[C@H]([C@@H](C)CC)n3cc(CCCCN)nn3)CC2)nc(N2CCN(C(=O)[C@H](CCCCN)n3cc(CC(C)O)nn3)CC2)n1 (stereo partly specified),3,4,0.0,6,·,12,0,-0.4
CO[C@@H]1CN(C)C(=O)c2ccc(NC(C)=O)cc2OC[C@@H](C)N(C(=O)Cc2ccccn2)C[C@H]1C,18,-2,-0.1,-5,3,-4,0,0.2
O=C(CSc1nc2ccccc2c(=O)n1-c1ccccc1)c1c[nH]c2ccccc12,5,·,0.9,-30,-1,4,·,0.1
Cc1cccc(N2CCN(S(=O)(=O)c3ccc4c(c3)NC(=O)CO4)CC2)c1C,-1,-11,-0.1,-11,0,10,0,0.1
O=C(CN1C(=O)C(c2ccccc2)Oc2cccnc21)NCc1ccccc1F (stereo unspecified),5,0,·,-8,2,17,3,0.0
C[C@@H]1CCCCO[C@H](CN(C)Cc2ccc(C(F)(F)F)cc2)[C@H](C)CN([C@@H](C)CO)C(=O)c2cc(NC(=O)c3ccccc3)ccc2O1,0,4,0.3,-15,1,4,0,0.0
CC1(C)CC(NCCC(c2ccccc2)c2ccco2)CCO1 (stereo unspecified),-1,-2,-0.1,-9,·,-8,·,-0.2
Cc1c(NC(=O)c2ccc(CC(C)C)o2)c(=O)n(-c2ccccc2)n1C,1,-5,·,-8,-3,4,-5,0.0
COc1ccc(C(=O)N2CCN=C2SCc2cccnc2)c(OC)c1,0,-1,·,-4,2,7,1,0.1
C=CC[C@]12C[C@@]3(O[C@H](c4ccc(C(F)(F)F)cc4)N=C3C[C@H](c3ccc(OC)cc3)[C@H]1C)N(Cc1ccncc1)C2=O,-2,·,9.7,-28,-1,-4,·,-0.1
CCOc1ccc(C(=O)Nc2ccc3c(c2)OCCO3)cc1OC,-5,7,·,-9,0,-1,67*,·
Cc1ccc2c(CN3CCN(Cc4ccccc4)CC3)cc(=O)oc2c1,-2,-5,0.0,-17,-1,-2,-6,0.3
C/C=C/c1ccc(OCC(=O)OCc2csc(CC(=O)Nc3ccccc3C)n2)c(OC)c1,-5,-10,-0.2,-16,-2,9,·,-0.1
COc1ccc(CN2CCC(n3nccc3NC(=O)CCOc3ccccc3)CC2)cc1C,0,4,0.2,-13,0,2,-2,-0.2
C[C@H](CO)N1C[C@H](C)[C@H](CN(C)Cc2ccc3c(c2)OCO3)Oc2ccc(NC(=O)CCCCCC(=O)Nc3ccccc3N)cc2CC1=O,-1,14,0.7,-43,-2,11,-16,-0.5
O=C(c1ccc(Br)o1)N1CC=C(c2ccccc2)CC1,-3,0,-0.2,-33,-2,-2,-1,0.1
CNC[C@@H]1Oc2cc(C#Cc3ccccc3)ccc2S(=O)(=O)N([C@@H](C)CO)C[C@H]1C,-2,16,0.2,-6,-1,-4,-4,-0.6
CC(=O)c1ccc(N(CC(=O)NC2CCCCC2)C(=O)CNC(=O)c2ccco2)cc1,-3,7,0.0,-7,3,1,-3,0.0
COc1cccc(C(=O)Nc2sc3c(c2C(=O)O)CCCC3)c1,-3,8,-1.6,-1,6,2,55*,0.0
C[C@H](NC(=O)[C@H]1[C@H](CO)[C@H]2Cn3c(cccc3=O)[C@H]2N1Cc1cccnc1)c1ccccc1,7,2,-0.4,-29,-2,-4,-4,0.0
COc1ccc(-c2cnc3c(c2)C(=O)N([C@@H](C)CO)C[C@@H](C)[C@H](CN(C)S(C)(=O)=O)O3)cc1,-5,0,-0.2,1,-5,-6,0,-1.1
CCCn1nc(C(=O)OCC(=O)c2ccccc2)c2ccccc2c1=O,-5,·,-1.2,5,-1,-2,·,0.3
C[C@@H]1CCCCO[C@@H](CN(C)C(=O)Cc2ccccc2)[C@@H](C)CN([C@@H](C)CO)C(=O)c2cc(NC(=O)C3CCCCC3)ccc2O1,·,-11,-0.2,·,·,·,-4,0.1
COCCNC(=S)N1CCN(c2cccc(C)c2C)CC1,-2,·,·,2,0,1,·,0.0

# An excerpt from above, limited to S100A4 inh HTS:
structure,S100A4 inh HTS
CNC[C@@H]1Oc2cc(C#Cc3ccccc3)ccc2S(=O)(=O)N([C@@H](C)CO)C[C@H]1C,-2
CC(=O)c1ccc(N(CC(=O)NC2CCCCC2)C(=O)CNC(=O)c2ccco2)cc1,-3

# (more compounds)
SMILES,S100A4 inh HTS,RAD54 inh,E-selectin induc,RAD52 inh,ERAP1 inh,ERp5 inh,esBAF inh,Xi reactivation
CS(=O)(=O)CCSc1ncccc1C(=O)NCc1cccs1,-5,-16,3.9,-10,1,2,·,0.0
Cc1cccn2c(=O)nc(SCC(=O)N3CCC(Cc4ccccc4)CC3)nc12,-9,-11,0.3,-1,3,-4,·,0.1
C[C@H](CO)N1C[C@H](C)[C@@H](CN(C)Cc2ccccn2)Oc2ncc(-c3ccc(C#N)cc3)cc2C1=O,15,4,0.0,-16,-1,-12,-6,-0.9
Cc1ccc2c(c1C)-c1c(ccc(C)c1C)C(=O)C2=O,-2,·,0.5,-7,-3,5,·,2.7
Cc1ccccc1N1Cc2ccccc2C1,1,·,·,-16,-1,5,·,0.1
O=C1CSC(c2ccccc2)N1c1ccc([N+](=O)[O-])cc1 (stereo unspecified),-1,12,·,-18,2,0,-9,0.0
CC(C)N(C(=S)Nc1ccc(S(=O)(=O)N2CCOCC2)cc1)c1ccccc1,1,3,0.0,-10,0,8,-4,0.1
C[C@@H]1CN([C@H](C)CO)C(=O)c2cc(NC(=O)Nc3ccc(F)cc3)ccc2O[C@@H](C)CCCCO[C@@H]1CN(C)S(=O)(=O)c1cccs1,-8,-7,0.7,-30,0,-1,-3,-1.1
CN1C(=O)c2cc(NC(=O)C3CC3)ccc2OC[C@H]2O[C@@H](CC(=O)Nc3ccc(F)cc3)CC[C@@H]21,·,9,0.0,·,·,·,-2,0.0
CCS(=O)(=O)Nc1ccc2c(c1)C(=O)N(C)[C@H]1CC[C@H](CC(=O)NC)O[C@@H]1CO2,?,·,-0.1,12,0,1,·,0.3
C[C@@H]1CN([C@H](C)CO)S(=O)(=O)c2ccc(C#CC3(O)CCCC3)cc2O[C@@H]1CN(C)C(=O)Nc1ccc(F)cc1,-7,-3,0.0,1,-1,-7,-5,-0.3
